ERK EGF block: blocks ERK signaling stimulated by EGF. HEK293-V1b, EGF-stimulated phospho-ERK AlphaScreen. AID 1454. Potency, µM (top dose mostly 11.5 µM), without a hit: at the highest dose activity change, negative = inhibition, usual class: inhibitors. actives 0.41% (n = 130,000); active = well fitted inhibition curve with a large enough effect; inconclusive = small, poorly fitted or top-dose-only effect, or effect the other way;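 note: plate controls were stimulated vehicle wells for no effect and unstimulated vehicle basal for full effect; nearly all actives have a fitted effect of over 55% in size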
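Stably V1b-transfected HEK293 cells; 30 min compound, then EGF 25 nM final for 5 min at 37C; 10 min lysis; phospho-ERK by AlphaScreen after 5 hr beads at room temperature.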
* marks the source's active call; other numbers are inactive results; ? = inconclusive; & = joins results of further samples; [ ] = dose if it differs, or a comment. Potency is the fitted concentration of half-maximal effect. A portion of the library; rates above refer to the full screens.

canonical_smiles | ERK EGF block
CCCCNC(=O)COC(=O)c1cc(Br)ccc1Cl | 13%
C=C(C)C(=O)N1CC2(CC(c3cccc(NC(=O)/C=C\C)c3)=NO2)C[C@H]1C(N)=O (some centres not stated) | 1%[57.5 µM]
Cc1ccc(NC2=C(Cl)C(=O)OC2OC(=O)c2ccccc2C)cc1 (configuration not stated) | -16%
O=C(N/N=C/c1sc(N2CCCCC2)nc1-c1cccs1)C1CC1 | -1%
COc1ccc(-c2c(C)n([O-])c3c([n+]2=O)CCCCC3)cc1 | 2%
Cc1ccc(S(=O)(=O)Oc2ccccc2/C=N/Nc2ccc(C(=O)O)cc2)cc1 | 6%[57.5 µM]
CCC/C=N/NC(=O)c1ccc(F)cc1 | 1%
CCCCCCCN1C2=NCCCN2c2ccccc21 | 14%
O=Cc1cnc(N2CCN(c3ccccc3)CC2)s1 | 4%
NC(=NCCc1c[nH]c2ccccc12)NC(=O)c1ccc(Cl)cc1 | 0%
COc1ccc(NC(=O)NCCc2ccc(Cl)cc2)cc1OC | 14%[57.5 µM]
CC(=O)NCc1ccc(S(=O)(=O)N/N=C/c2ccccc2)cc1 | 9%
CCOc1ccc(-c2csc(NC(=O)c3ccc(S(=O)(=O)N4CCc5ccccc5C4)cc3)n2)cc1 | 4%
Cc1ccc(C)c(NS(=O)(=O)c2ccc(OCC(=O)NCc3ccccn3)cc2)c1 | -4%
COC(=O)[C@@]1(Cc2ccccc2)[C@H]2c3cc(C(=O)N4CCCC4)n(C)c3C[C@H]2CN1C(=O)c1ccccc1 | -12%
COc1cccc(C(=O)NCCCn2ccnc2)c1 | 0%
O=C(COC(=O)c1cc(-c2cccs2)nc2ccccc12)NC1CCS(=O)(=O)C1 (configuration not stated) | 7%
c1nc(N2CCC3(CC2)OCCO3)c2[nH]cnc2n1 | 0%
C(=C\c1nc(-c2cccnc2)no1)/c1ccccc1 | -6%
CC(C)(C)NC(=O)C1CC(=O)OC12CCOC(C)(C)C2 (configuration not stated) | -7%
COc1ccc(C(=O)Nc2ccc(Cl)cc2C(=O)NCc2ccco2)cc1 | -5%
OCCC1CN(Cc2nc3c(s2)CCCC3)CCN1CCc1ccccc1 (configuration not stated) | -8%[57.5 µM]
COc1cccc(-n2nnnc2SCC(=O)NCCc2ccc(OC)c(OC)c2)c1 | 4%
C/C(=C\C(=S)Nc1ccccc1)Nc1cccc2ccccc12 | ?
COC(=O)c1ccc(C)c(NC(=S)NCc2ccc(Cl)cc2)c1 | 8%
CCc1ccc(NC(=O)N2CCN(c3ccc(F)cc3)CC2)cc1 | -12%[57.5 µM]
COc1ccc2[nH]c3c(=O)n(/N=C/c4ccc(OC)c(CN5CCCC5)c4)c(C)nc3c2c1 | 7%[57.5 µM]
Cc1cccc(-c2cc(N)n(-c3ccccc3)n2)c1 | 7%
CCOc1cc(NC(=O)c2cccs2)c(OCC)cc1NC(=O)c1ccccn1 | -4%
CCOC(=O)NC(c1ccc(C(C)C)cc1)C(Cl)(Cl)Cl (configuration not stated) | 2%

Some of the entries so far, field by field:
Cc1ccc(S(=O)(=O)Oc2ccccc2/C=N/Nc2ccc(C(=O)O)cc2)cc1
  ERK EGF block = 6%[57.5 µM]
CCC/C=N/NC(=O)c1ccc(F)cc1
  ERK EGF block = 1%
CCCCCCCN1C2=NCCCN2c2ccccc21
  ERK EGF block = 14%
O=Cc1cnc(N2CCN(c3ccccc3)CC2)s1
  ERK EGF block = 4%

Reformatted: results already given
ERK EGF block	SMILES
1%[57.5 µM]	C=C(C)C(=O)N1CC2(CC(c3cccc(NC(=O)/C=C\C)c3)=NO2)C[C@H]1C(N)=O (some centres not stated)
-16%	Cc1ccc(NC2=C(Cl)C(=O)OC2OC(=O)c2ccccc2C)cc1 (configuration not stated)

(cont.)
canonical_smiles | ERK EGF block
Cc1ccc(NNC(=O)c2c(C)noc2C)cc1Cl | 5%[57.5 µM]
O=C(NCc1cccs1)C1CC1 | -5%
Cc1ccc(C)c(NC(=S)Nc2cccnc2)c1 | 7%
CCOCc1[nH]c(=S)[nH]c(=O)c1Cc1ccc(OCC)cc1 | -2%
CC1(C)CC(=O)C=C(C(=O)N2CCCC(CCC(=O)NCc3ccccc3F)C2)O1 (configuration not stated) | 2%
CCOC(=O)c1c(NC(=O)Cn2cnc([N+](=O)[O-])n2)sc2c1CCCC2 | 8%
Cc1[nH]c2ccccc2c1C(=O)CN1C(=O)C(=O)N(Cc2ccco2)C1=O | 1%
CCCCOC(=O)c1nc[nH]c1C(=O)OCCCC | 0%
CC(O)C#C[Si](C)(C)c1ccccc1 (configuration not stated) | -4%
CCC(C)NC(=O)c1ccccc1-c1nc2ccccc2[nH]1 (configuration not stated) | -7%
COc1cccc(C(=O)N2CCC(N3CC(C)OC(C)C3)CC2)c1 (configuration not stated) | 0%
CCOC(=O)c1c(N)sc(C(=O)Nc2ccccc2F)c1C | -7%
CCOc1ccc(S(=O)(=O)N(CC)CC)cc1NS(=O)(=O)c1ccc(F)c(F)c1F | 9%
N#Cc1ccc(CN2CCCC3(CCN(C(=O)c4cccc(F)c4)CC3)C2)cc1 | 11%
O=C1c2c(O)cc(O)cc2OC(c2ccc(O)c(O)c2)C1O (configuration not stated) | 2%&-6%
O=S(=O)(Nc1nc2ccccc2nc1NCC1CCCO1)c1cccc(Cl)c1 (configuration not stated) | -5%[57.5 µM]
CCN(c1ccccc1)c1cc(NC)[n+](C)c(C)n1 | -21%
COc1ccc(NC(=O)c2cc3cccc(OC)c3oc2=Nc2ccc(C(=O)O)cc2)cc1OC | -1%
Cc1cc(-c2cc(C(=O)O)c3ccccc3n2)c(C)s1 | -13%
Cc1ccc(NS(=O)(=O)c2cc(-c3n[nH]c(=O)c4ccccc34)ccc2C)cc1 | 10%
CCOc1cc(N2CCOCC2)c(OCC)cc1NC(=O)CSc1ncn[nH]1 | -2%
CCc1nnc(NC(=O)c2ccc(S(=O)(=O)N(C)c3ccccc3)cc2)o1 | 4%
O=C(O)C1OC(Oc2c(-c3ccc(O)c(O)c3)oc3cc(O)cc(O)c3c2=O)C(O)C(O)C1O (configuration not stated) | -1%
COC(=O)c1ccc2c(c1)N(C)S(=O)(=O)c1cnc(SCC(=O)C(C)(C)C)nc1-2 | 7%[57.5 µM]
Cc1cc(C)c([N+](=O)[O-])cc1NCC(=O)N1CCN(c2ccccc2)CC1 | -6%
CC(C)(C)NC(=O)C(c1ccncc1)N(Cc1ccco1)C(=O)c1ccc(-c2ccccc2)[nH]1 (configuration not stated) | 6%
CC(=O)Nc1ccc2c(c1)CCCC2=O | 12%[57.5 µM]
CCOC(=O)C1=C(C)NC(C)=C(C(=O)OCC)C1 | -1%[57.5 µM]
COc1ccc(CCn2c(=S)[nH]c3cc(C(=O)N4CCOCC4)ccc3c2=O)cc1OC | 3%
CCOc1ccccc1NC(=O)C(OC(=O)c1ccc(CC)cc1)c1ccccc1 (configuration not stated) | -7%

Arranged by the number under ERK EGF block (largest number first): three from the list above
canonical_smiles | ERK EGF block
Cc1ccc(NS(=O)(=O)c2cc(-c3n[nH]c(=O)c4ccccc34)ccc2C)cc1 | 10%
Cc1ccc(C)c(NC(=S)Nc2cccnc2)c1 | 7%
CC1(C)CC(=O)C=C(C(=O)N2CCCC(CCC(=O)NCc3ccccc3F)C2)O1 (configuration not stated) | 2%

Next part.
canonical_smiles | ERK EGF block
CCN(CC)CCn1c(-c2ccccc2)nc2c(NCCOC)nc(C)nc21 | -5%
COC(=O)c1ccc(C(NC(=O)OCc2ccccc2)/C(F)=C/[C@@H](C)C(=O)NCc2ccc(OC)c(OC)c2)cc1 (some centres not stated) | -3%&-2%
COc1ccc(CC(=O)O/N=C(\N)c2cccc([N+](=O)[O-])c2)cc1 | 7%
COC(=O)CSc1nccc(-c2cccs2)n1 | 2%
CC(C)NC(=O)N1CCC2(CC1)CCN(C(=O)c1cccn1C)CC2 | 12%
O=c1c(Cl)c(N/N=C/c2ccc(Cl)cc2)cnn1-c1ccccc1 | 3%
Nc1ncnc2c1ncn2C1CCCO1 (configuration not stated) | 15%
Cc1c(NC(=S)Nc2ccc(Cl)cc2)c(=O)n(-c2ccccc2)n1C | -19%
COc1cc(NS(=O)(=O)c2ccc(NC(=S)NC(=O)/C=C/c3ccc(F)cc3)cc2)ncn1 | -3%[57.5 µM]
C/C(=N\NS(=O)(=O)c1ccc([N+](=O)[O-])cc1)c1ccc(NC(=O)c2ccco2)cc1 | -5%
CC(=O)NCCOC(=O)Nc1sc(=S)n(C)c1C | 1%
COc1ccc(N=Cc2oc3ccc4ccccc4c3c2O)cc1 | 5%
Cc1ccc(/C([O-])=C(/C(=S)Nc2ccc(SC(F)F)cc2)[n+]2ccccc2)cc1[N+](=O)[O-] | 23%
COc1ccc(N2C(=O)CC(NNC(=O)c3cccnc3)C2=O)cc1 (configuration not stated) | 14%[57.5 µM]
O=C(Nc1ccc(S(=O)(=O)Nc2nccs2)cc1)c1cnc(Cl)c(Cl)c1 | -12%[57.5 µM]
COc1ccc(NC(=O)c2cc3c(Cl)nc4ccccc4c3s2)cc1OC | -3%
O=c1c([N+](=O)[O-])c(N2CCOCC2)c2ccccc2n1-c1ccccc1 | 3%
CSc1cccc(NC(=S)N2CCCN(Cc3ccc(F)cc3)C2)c1 | -1%
COCCCn1c(Cc2csc(Nc3ccccc3)n2)nnc1SCC(N)=O | 6%
Cc1sc(NC(=O)c2ccccc2F)c(CN2CCCCC2C)c1C (configuration not stated) | 1%
CCOc1ccc(OCc2cccc(C(=O)Nc3ccc(CN4CCCCC4)cc3)c2)cc1 | ?
COc1ccc(NC(=O)CSc2nc3ccccc3n2-c2ccccc2)c([N+](=O)[O-])c1 | ?
COc1ccc(-c2nnn(-c3ccc(Cl)cc3Cl)c2N)cc1 | -4%[57.5 µM]
CC(Sc1nc(-c2ccccc2)cc(C(F)(F)F)n1)C(=O)Nc1sc2c(c1C(N)=O)CCC2 (configuration not stated) | 19%
Cc1ccc(CN2CCN(C(=O)c3ccco3)CC2)cc1 | -2%
Cc1nc2nc[nH]n2c(=O)c1NS(=O)(=O)c1ccc(C(C)(C)C)cc1 | -7%
COc1ccc(-c2nnc(NC(=O)C3CC3)o2)cc1 | -3%
O=C(/C=C/c1ccc(Cl)cc1)N(c1ccccn1)C1CCCCC1 | 8%
Cc1nc2c(-c3ccc(F)cc3)c(C)nn2c(C)c1CCC(=O)NC(C)CCc1ccco1 (configuration not stated) | 6%
C/C(=N\N1CCN(c2ccccc2)CC1)c1ccncc1 | 6%
COc1ccc(Br)cc1/C=C/C(=O)NCC(=O)O | -9%
CC(C)=CCN1CCNC(=O)C1CC(=O)NCc1nc(C)c(C)s1 (configuration not stated) | -7%
CCOC(=O)c1c(NC(=S)Nc2ccc(C)cc2)sc2c1CCC2 | -4%
CCn1nc(C)c(C2C(C#N)=C(N)Oc3n[nH]c(C)c32)c1C (configuration not stated) | 6%
O=C(Cc1ccccc1)NNC(=O)C1CCN(c2ncccn2)CC1 | -2%
Cc1cccc(N(C)S(=O)(=O)c2ccc3c(c2)NC(=O)CC(=O)N3)c1 | -10%
Cc1ccc(SCc2ccc(C(=O)N3CCCC3)cc2)cc1 | 2%
O=[N+]([O-])c1ccc(C2(O)CN(c3ccccc3)C3=[N+]2CCS3)cc1 (configuration not stated) | 24%
Cc1ccc2c(C)c(C(=O)Nc3c(C)n(C)n(-c4ccccc4)c3=O)oc2c1C | 8%
CCOC(CC(=O)NNC(=O)c1c(-c2c(Cl)cccc2Cl)noc1C)OCC | 5%[57.5 µM]
Cc1cc2ccc3ccccc3c2cc1CN(C)C | -2%[57.5 µM]
COc1ccc(/C=[N+](\[O-])C2N(c3ccccc3)C(=S)SC2(C)C)cc1OC (configuration not stated) | 1%[57.5 µM]
Cc1ccc(CNC(=O)CSc2nc3[nH]ncc3c(=O)[nH]2)cc1 | -3%
COC(=O)c1ccc(S(=O)(=O)N2CCN(C)CC2)n1C | -9%[57.5 µM]
O=C(Nc1nccs1)c1ccc(-c2cccc([N+](=O)[O-])c2)o1 | 5%
O=C(NCC(=O)N(Cc1ccco1)C(C(=O)NC1CCCC1)c1ccncc1)c1cccs1 (configuration not stated) | 1%
COc1ccc(OCC(=O)Nc2cc(C)c(Cl)cc2OC)c([N+](=O)[O-])c1 | 1%
CC(=O)Nc1cc[n+](C(C)C(=O)c2ccc(Cl)cc2)cc1 (configuration not stated) | -3%
O=[N+]([O-])c1ccc(N2CCN(C(=S)Nc3ccc(F)cc3F)CC2)cc1 | -3%
COc1cccc(/C=N/NC(=O)c2nc(-c3ccccc3)cc(-c3ccccc3)n2)c1O | ?
COc1ccc(C(=O)NNC2=NCCCCC2)cc1 | -4%
O=C(CN1c2ccccc2Sc2ccccc21)N/N=C/c1ccccc1 | 2%[57.5 µM]
Cc1cc(C)cc(N(CCC#N)C(=O)CSC2=Nc3ccccc3C3CC=NN23)c1 (configuration not stated) | -6%
Cc1ccc(C(=O)NN2C(=O)C3C4C=CC(C4)[C@@H]3C2=O)cc1 (some centres not stated) | 8%[57.5 µM]
Cc1cccc(Cn2c(O)c(N=NC(=S)Nc3ccccc3F)c3ccccc32)c1 | ?

Looked up above:
Result of `COc1ccc(C(=O)NNC2=NCCCCC2)cc1` in ERK EGF block: -4%
Result of `O=C(CN1c2ccccc2Sc2ccccc21)N/N=C/c1ccccc1` in ERK EGF block: 2%[57.5 µM]

From PubChem BioAssay
